STK33 inh: inhibitors of purified STK33 kinase, primary screen, biochemical, ADP-Glo luminescence, homogeneous, cell-free; Serine/threonine-protein kinase 33 (Homo sapiens), Q9BYT3; MBP phosphorylation; inhibition, % at 10 µM; 320,000 tested, 0.073% active;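 active = inhibition at or above 25%, using the most active replicate where run in duplicate; inactive = inhibition below 25%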
Target sequence (Q9BYT3 whole entry, looked up): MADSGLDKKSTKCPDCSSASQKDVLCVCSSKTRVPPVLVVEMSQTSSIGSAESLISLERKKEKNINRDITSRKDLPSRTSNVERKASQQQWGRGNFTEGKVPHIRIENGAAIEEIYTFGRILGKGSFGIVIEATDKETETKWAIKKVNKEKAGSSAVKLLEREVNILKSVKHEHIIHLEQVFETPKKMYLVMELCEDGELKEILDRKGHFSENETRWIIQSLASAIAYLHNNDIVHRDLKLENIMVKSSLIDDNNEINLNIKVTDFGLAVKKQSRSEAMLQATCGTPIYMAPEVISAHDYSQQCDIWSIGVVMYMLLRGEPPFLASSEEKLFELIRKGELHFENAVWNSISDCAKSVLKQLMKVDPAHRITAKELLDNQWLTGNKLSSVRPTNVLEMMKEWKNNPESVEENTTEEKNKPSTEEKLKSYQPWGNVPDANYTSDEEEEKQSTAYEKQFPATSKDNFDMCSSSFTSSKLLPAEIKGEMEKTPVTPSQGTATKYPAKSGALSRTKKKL
An asterisk follows results filed as active.

The opening 15 records as a preview:
`COC(=O)[C@@]12CCCCN1[C@H](c1ccc(-c3ccc(F)cc3)c(OC)c1)[C@H]1C(=O)N(C)C(=O)[C@H]12` gave STK33 inh 0.0.
Screening O=C(NCc1ccccn1)c1c(-c2ccccc2)sc2ccccc12 returned STK33 inh 0.2.
`CC(C)(C)OC(=O)N1CCC(NC(=O)c2[nH]cnc2C(=O)Nc2ccc(Cl)cc2)CC1` gave STK33 inh -0.1.
O=C(O)CCC(=NNC(=O)c1cccc(S(=O)(=O)N2CCCCC2)c1)c1ccccc1 was read as STK33 inh -0.7.
Screening O=C(COc1ccc(-n2cnnn2)cc1)Nc1ccccc1OC(F)F returned STK33 inh -0.7.
For CN(c1ccccc1)S(=O)(=O)c1cccc(NC(=O)c2ccc(Cl)c([N+](=O)[O-])c2)c1 the results were STK33 inh 5.3.
O=C(CSc1nc(C2CC2)n(-c2ccccc2)n1)NCc1ccco1 was read as STK33 inh 1.4.
For O=C(N/N=C/c1ccc([N+](=O)[O-])cc1)c1ccc(NS(=O)(=O)c2cccs2)cc1 the results were STK33 inh -0.5.
COc1ccc(C2=NN(C(=O)COC(=O)c3ccc(NC(=O)CC#N)cc3)C(c3ccco3)C2)cc1 (stereo not drawn) was read as STK33 inh -1.1.
`CCOC(=O)NC(=O)CSc1ccc(S(=O)(=O)N(C)C2CCCCC2)cn1` gave STK33 inh -0.2.
`C[C@H]1CN([C@@H](C)CO)C(=O)Cc2cc(NC(=O)CCN3CCOCC3)ccc2O[C@@H]1CN(C)Cc1ccc(Oc2ccccc2)cc1` gave STK33 inh 0.2.
`Cn1c(N)c(C(=O)COC(=O)c2ccccc2C(=O)c2ccc(Cl)cc2)c(=O)n(C)c1=O` gave STK33 inh -0.1.
For COc1cc2nc(CN3CCN(S(=O)(=O)c4ccc(Br)cc4)CC3)[nH]c(=O)c2cc1OC the results were STK33 inh -0.7.
`CCCCN(C(=O)CN(C)CC(=O)Nc1cccc(OC)c1)c1c(N)n(CCCC)c(=O)[nH]c1=O` gave STK33 inh -0.3.
O=C(Nc1ccccc1N1CCOCC1)C1CCCO1 (stereo not drawn) was read as STK33 inh 0.2.

The list itself, previewed entries included:
`COC(=O)[C@@]12CCCCN1[C@H](c1ccc(-c3ccc(F)cc3)c(OC)c1)[C@H]1C(=O)N(C)C(=O)[C@H]12` gave STK33 inh 0.0.
Screening O=C(NCc1ccccn1)c1c(-c2ccccc2)sc2ccccc12 returned STK33 inh 0.2.
`CC(C)(C)OC(=O)N1CCC(NC(=O)c2[nH]cnc2C(=O)Nc2ccc(Cl)cc2)CC1` gave STK33 inh -0.1.
O=C(O)CCC(=NNC(=O)c1cccc(S(=O)(=O)N2CCCCC2)c1)c1ccccc1 was read as STK33 inh -0.7.
Screening O=C(COc1ccc(-n2cnnn2)cc1)Nc1ccccc1OC(F)F returned STK33 inh -0.7.
For CN(c1ccccc1)S(=O)(=O)c1cccc(NC(=O)c2ccc(Cl)c([N+](=O)[O-])c2)c1 the results were STK33 inh 5.3.
O=C(CSc1nc(C2CC2)n(-c2ccccc2)n1)NCc1ccco1 was read as STK33 inh 1.4.
For O=C(N/N=C/c1ccc([N+](=O)[O-])cc1)c1ccc(NS(=O)(=O)c2cccs2)cc1 the results were STK33 inh -0.5.
COc1ccc(C2=NN(C(=O)COC(=O)c3ccc(NC(=O)CC#N)cc3)C(c3ccco3)C2)cc1 (stereo not drawn) was read as STK33 inh -1.1.
`CCOC(=O)NC(=O)CSc1ccc(S(=O)(=O)N(C)C2CCCCC2)cn1` gave STK33 inh -0.2.
`C[C@H]1CN([C@@H](C)CO)C(=O)Cc2cc(NC(=O)CCN3CCOCC3)ccc2O[C@@H]1CN(C)Cc1ccc(Oc2ccccc2)cc1` gave STK33 inh 0.2.
`Cn1c(N)c(C(=O)COC(=O)c2ccccc2C(=O)c2ccc(Cl)cc2)c(=O)n(C)c1=O` gave STK33 inh -0.1.
For COc1cc2nc(CN3CCN(S(=O)(=O)c4ccc(Br)cc4)CC3)[nH]c(=O)c2cc1OC the results were STK33 inh -0.7.
`CCCCN(C(=O)CN(C)CC(=O)Nc1cccc(OC)c1)c1c(N)n(CCCC)c(=O)[nH]c1=O` gave STK33 inh -0.3.
O=C(Nc1ccccc1N1CCOCC1)C1CCCO1 (stereo not drawn) was read as STK33 inh 0.2.
For C=CCC[C@@H](Cc1ccc(F)cc1)C(=O)OC[C@@H](Cc1c[nH]c2ccccc12)NC(=O)[C@H](CC=C)CC(=O)N(CCO)Cc1ccccc1 the results were STK33 inh -0.1.
Cc1ccc2c(c1)C1CN(C)CCC1N2S(=O)(=O)c1cccc(F)c1 (stereo not drawn) was read as STK33 inh -0.2.
For NC(=O)c1ccccc1OCC(=O)Nc1cccnc1Cl the results were STK33 inh 0.5.
COCCN(C(=O)CSc1cc(C)c2ccccc2n1)c1c(N)n(CC(C)C)c(=O)[nH]c1=O was read as STK33 inh 0.0.
Screening CCN(CC)S(=O)(=O)c1cc(NC(=O)COC(=O)c2c(C)noc2C)ccc1C returned STK33 inh -1.9.
CCN(c1ccccc1)S(=O)(=O)c1ccc(Cl)c(NC(=O)c2ccc(=O)[nH]n2)c1 was read as STK33 inh -1.1.
For NC(=O)c1ccsc1NC(=O)COC(=O)c1ccccc1F the results were STK33 inh -0.9.
O=C(COC(=O)c1cccc(O)c1)Nc1ccc(S(=O)(=O)N2CCOCC2)cc1 was read as STK33 inh -0.5.
COc1ccc(OC)c(CN2CCN(C(=O)CNC(=O)c3cc(C)cc(C)c3)CC2)c1 was read as STK33 inh 0.7.
Screening CC1(c2ccc(OC(F)F)cc2)NC(=O)N(CC(=O)N2CCN(C(=O)c3ccco3)CC2)C1=O (stereo not drawn) returned STK33 inh -0.8.
`COc1ccc(/C=C/C(=O)Nc2cccc(S(=O)(=O)NC3=NCCCCC3)c2)c(OC)c1` gave STK33 inh -4.0.
`O=S(=O)(c1ccc(SCc2ccccc2)nc1)N1CCCCC1` gave STK33 inh 0.9.
For Cc1ccc(-c2cc(C(=O)NNC(=O)c3csc(N4CCOCC4)n3)c3ccccc3n2)cc1 the results were STK33 inh 0.0.
`CCOC(=O)C1CCCN(C(=O)CSc2nnc3nc(C)cc(C)n23)C1` (stereo not drawn) gave STK33 inh -0.4.
Screening O=C(NCc1ccccc1Cl)c1cccc2c1C(=O)c1ccc(-c3ccc(OC(F)(F)F)cc3)cc1S2(=O)=O returned STK33 inh -0.6.
`CCc1ccc([C@@H]2CC=C(C(=O)O)[C@H](c3ccc(C(C)(C)C)cc3)N2S(=O)(=O)c2ccc(C)cc2)cc1` gave STK33 inh -2.1.
Screening CCN(C[C@H]1N[C@@](CC)(C(=O)OC)[C@H]2C(=O)N(Cc3ccccc3)C(=O)[C@@H]12)C(=O)C1CCCCC1 returned STK33 inh 0.3.
`O=C(c1cccc(S(=O)(=O)N2CCOCC2)c1)N1CCC(Cc2ccccc2)CC1` gave STK33 inh -0.6.
CCOc1ccc(C(=O)NCC(=O)NNC(=O)c2ccco2)cc1OCC was read as STK33 inh 0.6.
`CC(Sc1nnnn1-c1ccccc1)C(=O)NC1CCCC1` (stereo not drawn) gave STK33 inh -0.4.
For CCN(C(=O)CSc1nc2scc(-c3ccccc3)c2c(=O)n1C)C1CCS(=O)(=O)C1 (stereo not drawn) the results were STK33 inh -2.1.
O=C(NCC(F)(F)F)c1ccc(S(=O)(=O)Nc2ccccc2N2CCCC2)cc1 was read as STK33 inh -0.5.
`COc1ccccc1NC(=O)COC(=O)C1CC2CCCC(C1)C2=O` (stereo not drawn) gave STK33 inh -2.8.
COc1ccc(NC(=O)COC(=O)c2ccc(S(=O)(=O)N3CCCC3)cc2)cc1OC was read as STK33 inh -0.9.
For CCOc1ccc(S(=O)(=O)N2CCCCC2)cc1NC(=O)c1cccnc1OCC the results were STK33 inh -2.0.
For Cc1ccc(/C=C/C(=O)OCC(=O)NC(=O)NCc2ccco2)cc1 the results were STK33 inh -0.7.
For Cc1ccc(-c2noc(CCC(=O)NCc3ccccc3CN3CCOCC3)n2)cc1 the results were STK33 inh 1.3.
For Cc1ccc(S(=O)(=O)N2CCOCC2)cc1NC(=O)COC(=O)CCc1c[nH]c2ccccc12 the results were STK33 inh 0.6.
`O=C(Nc1ccc(Cl)c(S(=O)(=O)N2CCCCC2)c1)c1ccco1` gave STK33 inh 0.5.
Screening CN(C(=S)NC(=O)C12CC3CC(CC(C3)C1)C2)c1ccc(O)cc1 returned STK33 inh 1.0.
CCN(C(=O)CSc1nc2ccccc2n1C)C1CCS(=O)(=O)C1 (stereo not drawn) was read as STK33 inh -0.8.
Screening O=C(C[C@@H]1C/C=C/CC[C@H](Cc2ccc(F)cc2)C(=O)OCCNC1=O)N[C@H](CO)Cc1ccccc1 returned STK33 inh -1.0.
`COc1ccccc1N1C(=O)CC(c2ccccc2)CC1=O` gave STK33 inh -0.8.
`Cn1cnc(C(=O)NCc2ccc(CNC(=O)OC(C)(C)C)cc2)c1C(=O)NCc1ccc(CNC(=O)OC(C)(C)C)cc1` gave STK33 inh -0.1.
`C[C@@H]1CN([C@@H](C)CO)C(=O)c2cc(NC(=O)C3CC3)ccc2O[C@@H]1CN(C)Cc1ccc(Cl)c(Cl)c1` gave STK33 inh 0.6.
Screening CC(OC(=O)C1CC(=O)N(Cc2ccco2)C1)C(=O)Nc1ccc(F)cc1Cl (stereo not drawn) returned STK33 inh -2.2.
CCOC(=O)C1=C(COC(=O)C(CC)c2ccccc2)NC(=O)NC1C (stereo not drawn) was read as STK33 inh 0.2.
COc1ccc(CCNC(=O)COC(=O)CSc2ccc([N+](=O)[O-])cc2)cc1OC was read as STK33 inh -0.4.
For CC1CCCC(NC(=O)COC(=O)COc2cccc(F)c2)C1C (stereo not drawn) the results were STK33 inh 0.7.
`Cc1noc(C)c1NC(=O)Nc1ccc2c(c1)CC(=O)N([C@H](C)CO)C[C@@H](C)[C@H](CN(C)CC1CCCCC1)O2` gave STK33 inh -0.4.
Cc1ccccc1CCNC(=O)c1cc(C2CC2)nc2c1cnn2C(C)C was read as STK33 inh 1.3.
`CCOc1cc(C(=O)Nc2ccccc2N2CCOCC2)ccc1OCC(=O)N1CCOCC1` gave STK33 inh 1.2.
Screening CCc1nnc(NC(=O)CSc2nc3[nH]c(=O)cc(O)c3s2)s1 returned STK33 inh 0.8.
CC(=O)N/C(=C\c1ccccc1)C(=O)OCC(=O)NC1CCS(=O)(=O)C1 (stereo not drawn) was read as STK33 inh -1.8.
Screening Cc1cccc(C)c1NC(=O)CN(C)C(=O)CN1C(=O)NC(C)(C)C1=O returned STK33 inh -1.4.
For COc1ccc(C(=O)OCC(=O)NC2CCCCCC2)cc1OC the results were STK33 inh -0.7.
For CN(CC(=O)Nc1ccccc1C(=O)NC1CC1)Cc1ccc(Cl)s1 the results were STK33 inh 0.5.
O=C(COC(=O)c1ccc(Cl)nc1)Nc1cccc(S(=O)(=O)N2CCCCC2)c1 was read as STK33 inh -1.6.
`O=C(C[C@@H]1C/C=C\C[C@H](Cc2ccc(F)cc2)C(=O)OC[C@@H](c2ccccc2)NC1=O)NCCO` gave STK33 inh 0.6.
`O=C(COC(=O)C12CC3CC(CC(Br)(C3)C1)C2)NNC(=O)c1ccccc1` gave STK33 inh -1.2.
`O=C(NCCCN1CCOCC1)c1cccc(S(=O)(=O)N2CCOCC2)c1` gave STK33 inh -0.6.
For CC1CC1C(=O)OCC(=O)Nc1ccc(S(=O)(=O)N2CCOCC2)cc1 (stereo not drawn) the results were STK33 inh -2.3.
Screening COc1cc(OC)cc(C(=O)NC(C(=O)NNC(=O)c2cc(Cl)ccc2OC)C(C)C)c1 (stereo not drawn) returned STK33 inh -0.6.
CC1CCCC(NC(=O)COC(=O)CCC(=O)c2cccs2)C1C (stereo not drawn) was read as STK33 inh -1.4.
CSCCC(NS(=O)(=O)c1ccc2c(c1)OCCO2)C(=O)N(C)Cc1ccccc1F (stereo not drawn) was read as STK33 inh -0.1.
CCN(CC)S(=O)(=O)c1cc(NC(=O)C2CC(=O)N(Cc3ccccc3)C2)ccc1Cl (stereo not drawn) was read as STK33 inh 1.0.
For CNc1ccc([N+](=O)[O-])cc1 the results were STK33 inh -1.0.
CCOc1ccccc1OCCC(=O)Nc1ccc2c(c1)OCO2 was read as STK33 inh 0.9.
For C[C@@H]1CCC(=O)N(CC[C@H](Sc2ccc(Br)cc2)c2ccccc2)CC1 the results were STK33 inh -1.7.
For CC(C)(C)[C@@H]1COC(=O)[C@H](Cc2ccc(F)cc2)C/C=C\C[C@H](CC(=O)N(CCO)Cc2ccccc2)C(=O)N1 the results were STK33 inh 0.4.
For COc1cccc(CNc2ccc(S(=O)(=O)N3CCN(C)CC3)cn2)c1 the results were STK33 inh -3.5.
CC(NC(=O)c1ccc(Cl)c(S(=O)(=O)N2CCCCCC2)c1)c1cccnc1 (stereo not drawn) was read as STK33 inh -1.1.
Screening NC(=O)C1CCN(c2nc(-c3ccccc3Br)cs2)CC1 returned STK33 inh -0.4.
Screening CN(C)S(=O)(=O)c1ccc(N2CCCC2)c(C(=O)Nc2nccs2)c1 returned STK33 inh -1.3.
For O=C(CN1C(=O)NC(Cc2c[nH]c3ccccc23)C1=O)Nc1ccc(F)c(F)c1F (stereo not drawn) the results were STK33 inh -1.0.
For O=C(COC(=O)Cc1ccc(S(=O)(=O)N2CCOCC2)s1)Nc1ccc(OC(F)F)cc1 the results were STK33 inh 0.4.
For CCN(CC(=O)Nc1ccccc1OC)C(=O)CN1C(=O)NC(C)(c2ccc(C)cc2)C1=O (stereo not drawn) the results were STK33 inh -1.1.
COc1ccc(CNC(=O)Cn2ccc(N)nc2=O)cc1 was read as STK33 inh -1.3.
COc1ccc(CC(=O)OCC(=O)NC2CCCCC2)cc1OC was read as STK33 inh 0.8.
`Cc1cc(C(=O)OCC(=O)NCCc2ccccc2)c2ccccc2n1` gave STK33 inh -0.4.
Screening CC(C)c1ccc(-n2nnnc2SCC(=O)NC2CC2)cc1 returned STK33 inh -1.1.
O=C(CSc1nc2nn(-c3ccccc3)c(=O)c-2c2n1CCCCC2)Nc1ccc(F)c(F)c1 was read as STK33 inh -2.7.
Screening CC(=O)Nc1ccc(NC(=O)c2cccc(S(=O)(=O)N3CCCCCC3)c2)cc1 returned STK33 inh -0.9.

Source: PubChem BioAssay (Broad Institute)

A portion of the library; rates above refer to the full screens.
